# TNAP act hi DEA = activators of human TNAP at high phosphate acceptor concentration | purified TNAP, CDP-star luminescence, 1 M DEA, 30 min; hits give high values; 0 = EDTA background, 1 = DMSO-only activity | 200,000 tested, under 10 active | AID 1136 | activation factor at 20 µM;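 active = activation factor at least 2 at 20 µM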
#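 Assay system: human TNAP; Input: enzyme diluted 1/800 final; Reagent: CDP-star luminogenic substrate at 100 µM final; Timing: 30 min, room temperature; Signal: luminescence; Evaluation: TNAP activation factor scaled between EDTA and DMSO control wells.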
# PPARg SRC-2 ag = agonists of SRC-2 recruitment by human PPARgamma. PPARgamma LBD-SRC-2 recruitment, biochemical. activation, % at 8 µM. 200,000 compounds, 0.34% hits. AID 1032; in the data active = activation above about 22%;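 also: 0% = vehicle and 100% = reference agonist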
# Target sequence (P37231 whole entry, looked up, the tested form may be a part): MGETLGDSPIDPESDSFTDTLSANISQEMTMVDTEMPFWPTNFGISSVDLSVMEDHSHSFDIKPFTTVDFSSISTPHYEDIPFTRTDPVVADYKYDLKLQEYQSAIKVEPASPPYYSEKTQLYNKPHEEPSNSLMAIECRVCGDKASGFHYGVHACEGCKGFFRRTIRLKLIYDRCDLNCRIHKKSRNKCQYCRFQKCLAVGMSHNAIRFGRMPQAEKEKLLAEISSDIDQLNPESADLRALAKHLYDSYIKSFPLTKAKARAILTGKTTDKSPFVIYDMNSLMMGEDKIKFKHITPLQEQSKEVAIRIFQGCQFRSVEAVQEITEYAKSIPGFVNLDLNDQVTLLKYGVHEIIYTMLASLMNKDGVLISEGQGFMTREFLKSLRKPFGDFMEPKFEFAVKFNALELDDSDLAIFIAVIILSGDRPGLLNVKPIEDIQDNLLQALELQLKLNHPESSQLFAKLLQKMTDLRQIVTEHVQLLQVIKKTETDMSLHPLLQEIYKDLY
# ROMK mod = modulators of human ROMK potassium channel; Tet-inducible ROMK, thallium flux fluorescence; actives lie on both sides; B-score at 10 µM; 130,000 compounds, 2% hits;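 active = signal ratio slope over the read window, or its plate-corrected B-score, at least 3 SD from the plate mean, either direction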;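 also: B-score of the F/F0 ratio slope over 7 to 12 s after thallium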
# Target sequence (P48048 whole entry, looked up): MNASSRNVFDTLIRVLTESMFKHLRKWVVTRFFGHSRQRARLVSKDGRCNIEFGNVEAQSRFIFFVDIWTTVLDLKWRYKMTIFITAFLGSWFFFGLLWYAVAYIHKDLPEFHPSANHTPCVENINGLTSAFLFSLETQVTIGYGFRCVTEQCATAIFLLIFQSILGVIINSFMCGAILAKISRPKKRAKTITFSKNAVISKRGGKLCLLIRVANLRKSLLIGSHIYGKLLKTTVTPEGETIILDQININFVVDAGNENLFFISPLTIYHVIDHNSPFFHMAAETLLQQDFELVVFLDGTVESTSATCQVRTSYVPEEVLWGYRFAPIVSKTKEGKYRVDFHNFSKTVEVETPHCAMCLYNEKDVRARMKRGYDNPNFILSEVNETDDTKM
# PPARg SRC1 recr = promotes SRC-1 coactivator recruitment by human PPARgamma; 200,000 compounds, 0.41% hits; activation, % at 8 µM; PPARgamma-SRC-1 coactivator recruitment biochemical assay; P37231; in the data active = activation above about 19%;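 also: 0% = DMSO and 100% = reference agonist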
# STAT3 blocker = inhibitors of IL-6 induced STAT3 signaling. AID 862. inhibition, % at 5.5 µM. 190,000 compounds, 0.89% hits. U3A cells, IL-6 STAT3-luciferase reporter, luminescence; host cell line lacks STAT1;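 active = inhibition above the mean inhibition across all screened compounds plus 3 SD, cut at about 44% in these data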;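 also: 0% = DMSO only wells and 100% = 100 µM nifuroxazide control wells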
# bIAP act = increases bovine intestinal alkaline phosphatase activity; purified bovine IAP, CDP-star luminescence, 30 min; hits give high values; fold of DMSO-control signal, blank-subtracted; activation factor at 20 µM; 200,000 compounds, 0.17% hits;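 active = activation factor of 2 or more at 20 µM, a signal rise over negative controls twice the positive control's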
# TR-FRET SRC-2 ct = TR-FRET artefact, counter-screen to PPARgamma/SRC-2 agonist assay; hits give high values; AID 1049; 200,000 compounds, 0.4% hits; TR-FRET ratio at 8 µM; in the data active = TR-FRET ratio above about 2000; also: inactives centre near 1500
# PPARg SRC-3 ag = agonists of human PPARgamma SRC-3 coactivator recruitment. P37231. biochemical PPARgamma/SRC-3 coactivator recruitment assay. activation, % at 8 µM. 200,000 compounds, 0.26% hits. AID 731; in the data active = activation above about 23%;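 also: 0% = DMSO and 100% = reference agonist; some compounds past the cut are filed as inactive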
# STAT3 activator = STAT3 signaling activation | 190,000 compounds, 0.91% hits | activation (% of control), % at 5.6 µM | U3A cells, IL-6 STAT3-luciferase reporter, luminescence; 100% = signal with IL-6 EC80 alone | AID 871;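 active = activation above the screen-wide mean of compound activation plus 3 SD, cut at about 130% in these data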;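 also: 0% = background luminescence of wells with medium and substrate only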
#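 Detection: reporter luminescence signal / Assay system: STAT1-lacking human U3A cells, STAT3 luciferase reporter / Incubation: compound pre-incubation 1 h before IL-6, then 6 h stimulation at 37 °C / Control set: IL-6-only high control / Read-out: % activation relative to IL-6 control / Probe or stimulus: Interleukin-6, 33 ng/mL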
# bIAP inh = intestinal alkaline phosphatase (bovine) inhibition; purified bovine IAP, CDP-star luminescence, 30 min; 190,000 tested, under 10 active; inhibition, % at 20 µM;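 active = over 50% inhibition of intestinal alkaline phosphatase at 20 µM in the single-dose screen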
#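 test system = bovine IAP enzyme | medium = DEA buffer 100 mM, pH 9.8, with MgCl2 1.0 mM, ZnCl2 0.02 mM | detection = luminescence | dosing = single compound dose of 20 µM, 2% DMSO final | incubation = 30 min reaction at room temperature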
# STAT1 inh = STAT1 signaling inhibition; NIH 3T3 STAT1-luciferase reporter, IFN-gamma, luminescence; inhibition, % at 5.5 µM; 200,000 compounds, 0.35% hits; AID 920;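 active = inhibition above a set limit, the mean inhibition across all tested compounds plus 3 SD, cut at about 34% in these data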;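 also: 0% = IFN-gamma with DMSO and 100% = IFN-gamma with 300 µM nifuroxazide; values of inactives mirror those of a sister screen read the other way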
# * marks the source's active call; other numbers are inactive results; · = no result given.
SMILES,TNAP act hi DEA,PPARg SRC-2 ag,ROMK mod,PPARg SRC1 recr,STAT3 blocker,bIAP act,TR-FRET SRC-2 ct,PPARg SRC-3 ag,STAT3 activator,bIAP inh,STAT1 inh
Cc1ccccc1NC(=O)CCSc1nnnn1-c1ccccc1,1,2,·,1,10,0.9,1593,9,94,5,10
Cc1c(Br)c(-c2n[nH]c(=S)n2Cc2ccco2)nn1C,1,5,0.087,-2,-3,1.1,1472,5,103,-10,-10
CCOC(=O)c1cnc(-n2nc(C)cc2C)nc1Nc1ccccc1OC,1.1,7,·,1,15,1,1674,-5,94,4,-9
CCOC(=O)C(C)/C(C)=N/NC(=O)c1cc2ccccc2cc1O (stereo unspecified),1,13,·,7,2,1.6,1748,2,101,-62,2
COc1ccccc1Nc1ccc([N+](=O)[O-])cc1N,0.8,3,-0.94,4,7,0.4,1710,4,96,·,9
Cc1cccc2c1N(CCOc1ccc(C(C)(C)C)cc1)C(=O)C2=O,1,5,·,5,-7,0.9,1610,3,105,10,-8
O=C(CNC(=O)c1ccc(N2C(=O)c3ccccc3C2=O)cc1)OCC(=O)c1ccc(Cl)cc1,1.1,-3,·,4,2,0.8,1612,-1,98,16,-1
CCN(CC)CCNC(=O)Cc1c(C(=O)O)n(CC)c2ccccc12,1,6,·,3,4,1.1,1414,-4,102,-6,-1
O=C(O)C1C2C=CC(C2)C1C(=O)NCCCn1ccnc1 (stereo unspecified),1,-1,0.61,4,4,0.9,1409,5,100,13,0
O=S(=O)(/C=C/c1ccccc1)c1ccccc1,1.1,-3,-0.095,-3,-3,0.6,1372,0,102,45,3
COc1ccc(CN(Cc2ccc(C(=O)O)cc2)C(=S)Nc2cccc(C)c2)cc1OC,1,8,2.3,0,21,1.2,1604,3,91,-20,4
O=C(O)CCc1nn2c3ccccc3nc2n(-c2ccccc2)c1=O,1.1,9,·,4,8,0.9,1550,8,95,11,8
CCOc1ccc(NC2=CC(=O)CC(c3ccco3)C2)cc1 (stereo unspecified),1.1,-3,·,-9,-5,0.9,1488,1,107,10,-5
O=c1[nH]c2cc3c(cc2cc1CN(Cc1cccs1)Cc1nnnn1Cc1ccco1)OCCO3,1.1,10,-1.9,3,3,1,1461,-2,101,-1,-3
Clc1ccccc1CN(Cc1ccco1)Cc1nnnn1C1CCCC1,0.9,1,·,-3,-5,1.1,1263,7,106,-6,6
Cc1ccc(NC(=O)Cn2cnc3c(=O)n(C)c(=O)n(C)c32)c(C)c1,1,4,0.036,-5,0,0.9,1409,4,102,5,7
CCc1ccc(CNCCNCC(C)O)cc1 (stereo unspecified),1,4,-0.22,-6,11,0.9,1507,6,95,5,10
Cc1ccc(C(=O)N(c2ccccc2)C2CC(C)N(C(=O)c3ccco3)c3ccccc32)cc1 (stereo unspecified),1.1,-7,-1.7,2,6,1.1,1779,-2,95,-7,9
COc1ccc(S(=O)(=O)N2c3cc(Cl)ccc3Oc3nc4ccccc4nc32)cc1,0.9,6,0.4,1,-7,1,1559,-2,107,0,0
CC1=C(C(=O)Nc2ccc(C)cc2)C(c2ccc(C)o2)C2=C(CC(C)(C)CC2=O)N1 (stereo unspecified),1.1,14,·,8,15,1,1542,-1,90,1,0
COc1cccc(/C=C/C(=O)OCC(=O)NCc2ccco2)c1OC,1.1,0,0.64,2,5,0.9,1546,-5,98,13,-10
CCC(Oc1ccc(C)c(C)c1)C(=O)O (stereo unspecified),1.1,0,·,-6,5,0.9,1400,-10,99,6,-3
CCN(CC)S(=O)(=O)c1cccc(C(=O)NC(C)C(c2cccs2)N2CCCC2)c1 (stereo unspecified),1,-2,-1.1,9,3,1.1,1608,5,100,-15,6
Cc1ccc(Oc2cc(C)nc(-c3ccccc3O)n2)cc1,1.1,-6,0.23,10,12,0.8,1521,1,96,18,7
O=C(O)c1cn(-c2ccccc2)nc1-c1cccnc1,1,1,1.8,0,-2,1,1453,-2,102,2,1

# Random excerpt: 4 entries already listed, in no set order.
SMILES,TNAP act hi DEA,PPARg SRC-2 ag,ROMK mod,PPARg SRC1 recr,STAT3 blocker,bIAP act,TR-FRET SRC-2 ct,PPARg SRC-3 ag,STAT3 activator,bIAP inh,STAT1 inh
CCOC(=O)C(C)/C(C)=N/NC(=O)c1cc2ccccc2cc1O (stereo unspecified),1,13,·,7,2,1.6,1748,2,101,-62,2
Cc1cccc2c1N(CCOc1ccc(C(C)(C)C)cc1)C(=O)C2=O,1,5,·,5,-7,0.9,1610,3,105,10,-8
Cc1ccc(NC(=O)Cn2cnc3c(=O)n(C)c(=O)n(C)c32)c(C)c1,1,4,0.036,-5,0,0.9,1409,4,102,5,7
CCC(Oc1ccc(C)c(C)c1)C(=O)O (stereo unspecified),1.1,0,·,-6,5,0.9,1400,-10,99,6,-3

# The list continues.
SMILES,TNAP act hi DEA,PPARg SRC-2 ag,ROMK mod,PPARg SRC1 recr,STAT3 blocker,bIAP act,TR-FRET SRC-2 ct,PPARg SRC-3 ag,STAT3 activator,bIAP inh,STAT1 inh
O=C(c1ccc2c3c(cccc13)CC2)C1CCCN(Cc2ccncc2)C1 (stereo unspecified),1,0,0.19,-5,34,1,1604,0,75,2,18
Cc1ccc(Oc2ncccc2/C=N/OCc2ccc(Cl)c(Cl)c2)cc1,1,-1,·,0,-3,0.9,1476,-1,102,6,-15
CCCN1CCN(CCCNC(=S)Nc2ccc3nc(N4CCN(CC)CC4)cc(C)c3c2)CC1,1,2,0.45,0,0,1.1,1458,1,100,-6,1
Cc1sc2nc(-c3cccnc3)[nH]c(=O)c2c1-c1ccccc1,0.9,13,0.25,-3,9,1.2,1443,0,94,-18,-14
O=C(CCn1nc(-c2ccc(Cl)cc2)ccc1=O)N1CCN(c2ccccn2)CC1,1.1,3,-1.2,4,-3,1,1725,11,105,3,1
O=C(Cc1ccc(Br)cc1)NC1CCCCC1,1,1,-0.055,-7,4,0.9,1411,2,100,15,-7
O=C(Cn1c2ccccc2c(=O)c2ccccc21)N/N=C/c1cc([N+](=O)[O-])ccc1N1CCCCC1,0.9,-8,·,-7,-2,1,1493,-2,101,1,2
C=CCn1c(N)c(C(=O)OCC)sc1=S,1,2,·,4,6,0.9,1599,7,96,11,-6
O=C(Nc1ccccc1N1CCN(c2ccccc2)CC1)c1ccccc1,1.1,10,-0.48,1,14,0.6,1486,-3,93,37,1
N#Cc1c(N)nc(SCC(=O)NCc2ccc3c(c2)OCO3)c(C#N)c1-c1cccs1,1.1,8,0.77,4,0,0.9,1660,4,102,13,0
CCN1CC(=O)Nc2cc(S(=O)(=O)N3CCOCC3)ccc21,1,-3,-0.11,6,-1,0.9,1469,-10,102,5,-1
Cc1ccc(C)c(N2CCN(C(=O)c3cn(C)c4ccc(S(=O)(=O)N(C)C)cc4c3=O)CC2)c1,1.1,15,·,5,6,1,1710,4,99,4,-7
Cc1cc(C)nc(/N=C2\NC(=O)CC(C(=O)O)N2c2ccc(C)c(C)c2)n1 (stereo unspecified),1.1,1,-0.017,9,3,1,1751,1,100,2,0
O=C(CCN1Cc2ccccc2C1)c1ccc2c(c1)OCCO2,1.1,10,-2.2,8,7,1,1720,4,99,4,2
Nc1sc2c(c1C(=O)NCCc1ccccc1)CCC2,1,-2,0.89,2,14,1.1,1476,4,90,-13,-1
CC(NC(=O)Cc1ccc(F)cc1)c1ccccc1 (stereo unspecified),1.1,10,·,1,13,1,1438,5,98,2,4
COc1ccc(-c2nnc(SCC(=O)NC3CCCc4ccccc43)n2N)cc1 (stereo unspecified),1,11,0.009,-5,-8,1,1566,0,104,1,-3
Cc1cc2ncn(/N=C/c3cc(Br)ccc3O)c2cc1C,1.1,-5,-0.55,-3,6,1,1507,1,97,-4,0
COc1cccc(N(C(=O)c2ccn[nH]2)C2(C(=O)Nc3c(C)cccc3C)CCCCC2)c1,1.2,-1,·,1,9,0.9,1264,-10,97,13,11
COc1ccc(CNC(=O)CCSCc2cccc(Cl)c2)cc1,1,-1,·,-14,1,1,1430,3,100,-2,-6
O=C(NCc1nc2ccccc2[nH]1)c1ccc(S(=O)(=O)N2CCCC2)cc1,1,1,-0.22,11,-7,1,1444,3,107,-1,-2
CCC1CCCCN1C/C=C/c1ccccc1[N+](=O)[O-] (stereo unspecified),1,-8,-0.027,1,0,1,1375,3,107,2,-6
O=C(CNCc1ccncc1)Nc1cc(S(=O)(=O)N2CCCCC2)ccc1Cl,1.1,8,0.17,7,-5,0.8,1621,1,105,24,-5
CCOC(=O)c1c(NC(C)=O)sc2c(OCC(O)CNC(C)(C)C)c(Br)ccc12 (stereo unspecified),1,2,-3,1,1,1.2,1412,8,103,-17,-7
O=C(Nc1ccc(Cc2ccncc2)cc1)c1ccc(Cl)c([N+](=O)[O-])c1,1,-2,·,-1,28,1,1468,-1,78,-2,-3

# Additional results.
SMILES,TNAP act hi DEA,PPARg SRC-2 ag,ROMK mod,PPARg SRC1 recr,STAT3 blocker,bIAP act,TR-FRET SRC-2 ct,PPARg SRC-3 ag,STAT3 activator,bIAP inh,STAT1 inh
CCCCNc1nc(NC)nc(Cl)c1SC,1,10,1.5,-3,2,1.1,1700,-1,102,-10,4
O=[N+]([O-])c1ccc(/C=C/c2ccc3ccccc3n2)cc1,1,2,-1.4,0,78*,1,1450,2,36,4,52*
O=C(NCCc1ccccc1)C1CCC(Cn2c(=O)c3ccccc3n(Cc3cccc(F)c3)c2=O)CC1 (stereo unspecified),1,3,·,3,-13,1,1551,4,107,2,3
O=C(Nc1ccccc1)N1N=C(c2ccc(F)cc2)CC1c1ccc(F)cc1 (stereo unspecified),1,-6,·,-4,-6,0.8,1554,-2,104,15,-3
CCCn1c(SCC(=O)c2ccc3c(c2)NC(=O)CO3)nc2ccccc21,1,14,·,11,11,1,1493,3,93,-1,5
COc1ccc(C2(O)CC3CCC(C2)N3c2nc(C)cc(C)c2C#N)cc1 (stereo unspecified),1,7,0.44,4,-2,1,1487,2,105,2,2
CC(=O)Nc1ccc(/C=C2/Sc3ccccc3C2=O)cc1,0.9,4,0.61,6,-7,0.9,1753,1,108,11,-7
CCNS(=O)(=O)c1ccc(C)c(-n2cnnn2)c1C,1.1,-1,-0.13,-6,-7,0.9,1425,10,108,14,2
CC1=C(C(=O)N(C)C)C(c2cccs2)NC(=O)N1 (stereo unspecified),1,-11,·,-2,5,1.1,1299,2,99,-6,1
CC(C)(C)NC(=O)c1cccnc1Sc1ccccc1,1,15,0.47,5,4,1,1800,2,100,-1,7
Oc1c(Cl)cc(Cl)cc1C1=NNC(c2ccc(Cl)cc2)C1 (stereo unspecified),1,-4,0.086,-3,-40,0.9,1469,4,152*,14,-1
COc1ccc(-c2[nH]ncc2CN2CCN(Cc3cccs3)CC2)c(F)c1,1,-1,·,5,-1,1.1,1564,3,104,-6,0
Cc1[nH]nc2c1C(C(C)C)C(C#N)=C(N)O2 (stereo unspecified),1.1,3,0.32,8,4,1,1775,4,99,3,6
CCOC(=O)c1c(NC(=O)c2csc(C)c2)sc(C(C)=O)c1C,·,2,0.3,0,16,·,1439,1,89,·,2

# High-throughput results: PubChem, several laboratories
